GAA glycogen mod = GAA glycogen-cleavage inhibition or activation; P10253; recombinant GAA, glycogen substrate, Amplex Red glucose oxidase fluorescence; Potency, µM (highest dose often 76.4 µM), without a hit: at the top dose activity change, negative = inhibition, usual class: inhibitors; hit rate 0.38% among 300,000; active means well fitted inhibition curve with a large enough effect; inconclusive means small, poorly fitted or top-dose-only effect, or another doubt; inactive means no such curve, though single readings can be large or run the other way;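 further: 0% = full enzyme reaction and -100% = no-enzyme basal signal; the screen sought inhibitors and activators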
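Natural-substrate format: glycogen cleavage by 4 nM human enzyme, glucose read by Amplex Red coupling (Ex 573, Em 610 nm). Normalized to enzyme and no-enzyme controls.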
Active calls of the source: *; ? = inconclusive; [ ] = dose if it differs, or a comment. Potency means the concentration at half of the fitted maximal effect. Not all compounds are listed; rates above refer to the full screens.

SMILES | GAA glycogen mod
CCOc1ccc(C(=O)Nc2ccc3c(c2)C(=O)NC3=O)cc1 | 11.0%[76.3 µM]
CC1CCCC(C)N1/N=C/c1ccccc1Br (stereo not drawn) | 5.7%
CC(NCCOc1ccccc1F)C(=O)Nc1ccc(S(N)(=O)=O)cc1 (stereo not drawn) | 3.5%
COc1ccc(N2CCN(S(=O)(=O)c3ccc4c(c3)NC(=O)C(C)C(=O)N4)CC2)cc1 (stereo not drawn) | 7.8%[76.3 µM]
COc1ccc(NC(=O)CN(C)Cc2cccs2)cc1Cl | -0.2%
Cc1ccc(S(=O)(=O)NC(=O)N(CCC#N)Cc2ccccc2)cc1 | 4.2%
CC1(c2nnc(-c3cccc(Cl)c3)o2)CC(c2cccc([N+](=O)[O-])c2)=NO1 (stereo not drawn) | 9.5%[76.3 µM]
CCCC(C(=O)NC1CCCC1)N(CCN(CC)CC)C(=O)c1snc(C(N)=O)c1N (stereo not drawn) | 1.5%
CN(C(=O)c1ccc2c(c1)OCO2)C1CCCCC1 | 0.7%[76.3 µM]
CCOc1ccc(/C=N/NC(=O)C2CC2)cc1OC | -2.1%[76.3 µM]
Cc1ccc(S(=O)(=O)Cn2nnnc2C(C(C)C)N2CCC(O)CC2)cc1 (stereo not drawn) | 2.0%
CCOc1ccc(/C=C2\SC(=S)N(CC(=O)Nc3ccccn3)C2=O)cc1 | 1.6%[76.3 µM]
CCN(CC(=O)Nc1c(F)cccc1F)C(=O)CNC(=O)c1ccc2c(c1)OCO2 | -2.5%[76.3 µM]
NC(=O)NS(=O)(=O)Oc1ccccc1 | 15.2%[76.3 µM]
COC(=O)c1ccc(NC(=O)CCCCCn2nnc3ccccc3c2=O)cc1 | -10.1%
Cc1ccnc(SC2CC(=O)N(c3ccc(Br)cc3)C2=O)n1 (stereo not drawn) | -22.3%[76.3 µM]
COc1ccc(C(=O)COC(=O)C(C)N2C(=O)C3C4CCC(C4)C3C2=O)cc1 (stereo not drawn) | 8.6%
Cc1ccc2c(c1)c(/C=C/c1cc[n+](C)cc1)c(C)n2C | -9.3%
CCCCc1cc(=O)oc2cc(C)cc(OC(C)C(=O)NCC3CCC(C(=O)O)CC3)c12 (stereo not drawn) | 14.5%[76.3 µM]
NS(=O)(=O)c1ccc(N2CCN(CCOc3ccc(Cl)cc3)CC2)nc1 | 8.0%[76.3 µM]
CNc1nc(N)c([N+](=O)[O-])c(NC2CCCCC2)n1 | 1.4%
O=[N+]([O-])c1ccc2nc(C(O)C(O)c3nc4ccc([N+](=O)[O-])cc4[nH]3)[nH]c2c1 (stereo not drawn) | -3.5%[76.3 µM]
O=C(N/N=C/c1cccc([N+](=O)[O-])c1)C(=O)N1CCCCCC1 | -4.3%[76.3 µM]
COc1ccc(C(=O)NCCCn2cccn2)cc1OC1CCN(C(C)=O)CC1 | 2.5%[76.3 µM]
O=P(C(=NCCO)NO)(N1CCOCC1)N1CCOCC1 | 14.4%[76.3 µM]
C=CCNC(=S)N/N=C1\CCS(=O)(=O)c2ccccc21 | -1.7%
COCCNC(=O)CN(C(=O)c1ccc(N2CCCC2)nc1)c1ccc(F)c(Cl)c1 | 11.7%[76.3 µM]
CC1(C(=O)NCCc2c[nH]c3ccccc23)C=CC2(CCCCC2)N1C(=O)c1ccccc1 (stereo not drawn) | 9.2%[76.3 µM]
O=C(CCc1nnc2ccc(NCc3ccco3)nn12)Nc1cc(F)ccc1F | -0.4%[76.3 µM]
O=[N+]([O-])c1ccc(-c2nc(Nc3ccc(O)cc3)c3ccccc3n2)cc1 | -6.6%
Cc1cccc(C(=O)NNC(=O)c2c(-c3ccccc3Cl)noc2C)c1O | -0.6%
N#CC1=C(N)Oc2cc(N)ccc2C1c1cccc(F)c1 (stereo not drawn) | 1.4%[76.3 µM]
CC1CCCCN1CCCNc1ccc(C(CC(N)=O)NC(=O)c2ccccc2)cc1[N+](=O)[O-] (stereo not drawn) | 13.9%[76.3 µM]
CCOc1ccccc1N1CCN(C(=O)c2cccs2)CC1 | -0.3%[76.3 µM]
Cc1c(NS(=O)(=O)c2ccc(NC(=O)CCC(=O)O)cc2)c(=O)n(-c2ccccc2)n1C | -1.3%
CN(C)CCNC(=O)c1onc(CSc2nc3ccccc3[nH]2)c1C(=O)NCCN(C)C | -7.9%[76.3 µM]
Cc1ccc(C(O)P(=O)(OCCC(C)C)c2ccc(N(C)C)cc2)cc1 (stereo not drawn) | -5.9%
CC(C)c1ccc(N(CC(=O)N2CCN(Cc3ccccc3)CC2)S(C)(=O)=O)cc1 | -10.3%[15.3 µM]
O=C(Nc1nccs1)c1cccnc1Cl | 4.1%
O=C(c1ccc(Cl)c(S(=O)(=O)N2CCOCC2)c1)N1CCOCC1 | -4.8%
CCN1CCN(CC(=O)Nc2c(OC)cccc2OC)CC1 | 0.3%
C#CCn1cc(/C=C2\NC(=O)NC2=O)c2ccccc21 | -0.3%
Cc1c(C(=O)N2CCOCC2)sc(NC(=O)C(C)C)c1C#N | 0.3%
CCc1ccc(NC(=S)N(CCC(C)C)C2CCN(C(C)=O)CC2)cc1 | -3.8%
Cc1cc(OCC(=O)Nc2c(C)n(C)n(-c3ccccc3)c2=O)ccc1[N+](=O)[O-] | -1.2%
COc1ccccc1C(=O)NCC(=O)OCCCOC(=O)CNC(=O)c1ccccc1OC | 4.2%[76.3 µM]
Cc1ccc(OCC(=O)N2CCCC(CO)(CCOc3ccccc3)C2)cc1 (stereo not drawn) | -1.4%[76.3 µM]
COC(=O)c1ccccc1NC(=O)CSc1nc(Nc2ccccc2)nc(N2CCOCC2)n1 | -13.8%[76.3 µM]
COc1ccc(CCC(=O)NNC(=O)Nc2cccc(Cl)c2)cc1 | -0.3%[76.3 µM]
Cc1ccc(C(=O)N/C(=C\c2ccc(F)cc2)C(=O)NCCCn2ccnc2)cc1 | 4.2%
Cc1ccc2nc(NC(=O)c3ccc(Br)o3)sc2c1 | 9.8%[76.3 µM]
Cc1ccc(S(=O)(=O)N2CCN(C(=O)N3CCCC3)CC2)cc1 | -3.1%
COc1ccc(C(=O)N(C)Cc2ccc(C)o2)cc1OC1CCN(C(C)C)CC1 | -1.0%[76.3 µM]
Cc1nc2ccccc2c(=O)n1NC(=O)c1cccc(Cl)c1 | 0.2%
O=C(CSc1nc2ccc([N+](=O)[O-])cc2s1)NCC1CCCO1 (stereo not drawn) | -2.9%
Cc1ccc(N(C)C(=O)CCS(=O)(=O)c2ccc3c(c2)oc(=O)n3C)cc1 | 0.8%[76.3 µM]
Cc1ccc2nc(C)cc(N/N=C/c3cccc(O)c3)c2c1 | 1.9%[76.3 µM]
Cc1cc(C)nc(N/N=C/c2ccc([N+](=O)[O-])o2)n1 | 3.2%
COCC(=O)N1CCC(Oc2ccc(C(=O)NCCCC3CCCC3)cc2)CC1 | -2.5%[76.3 µM]
COc1cc(CN2CCN(C(=O)CC(C)C)CC2)c([N+](=O)[O-])cc1OC | 14.2%[76.3 µM]

Other compounds follow:
SMILES | GAA glycogen mod
Cc1cnc(C(=O)NCCc2ccc(Cl)cc2)cn1 | -0.1%[76.3 µM]
O=C(c1ccc(Cl)cc1Cl)N1CCc2ccccc21 | -10.3%[15.3 µM]
COc1ccc(NC(=O)C2C3CCC(O3)C2C(=O)O)cc1OC (stereo not drawn) | ?
O=S1(=O)CCOCCCN1Cc1ccccc1F | -0.6%[76.3 µM]
COc1cc(-c2noc(C)c2/C=C/c2cccc([N+](=O)[O-])c2)cc(OC)c1OC | 20.9%[76.3 µM]
Cc1ccccc1OC(=O)c1cccnc1 | 11.1%[76.3 µM]
Cc1ccccc1NC(=O)C(C)N1C(=O)c2ccccc2C1=O (stereo not drawn) | 0.2%[76.3 µM]
CCN1C(=NCCOC)N[C@@H](c2cccc(C(F)(F)F)c2)C(C(=O)OC)=C1C | -6.3%[76.3 µM]
COc1ccc(OC)c(S(=O)(=O)NC2CCCCNC2=O)c1 (stereo not drawn) | -2.6%
CCn1c(SCC(=O)N(C)Cc2ccc(OC)c(F)c2)nc2cc(S(N)(=O)=O)ccc21 | 0.2%[76.3 µM]
O=C(O)c1cc(NS(=O)(=O)c2cccc3nsnc23)cc(C(=O)O)c1 | -2.2%
COc1ccc(CNC(=S)Nc2ccccc2)cc1Cl | -6.4%
O=C1Cc2ccccc2C(=O)N1c1ccccc1 | ?
O=C(CCc1nnc2ccc(NCc3ccco3)nn12)Nc1ccccn1 | -9.9%[76.3 µM]
COc1ccc(CCNC(=O)C2CCN(C(=O)c3ccc(Br)cc3)CC2)cc1 | -6.1%[76.3 µM]
CN(CCCNC(=O)CCC(=O)N1CCOc2ccc(Cl)cc21)Cc1ccccc1 | -4.7%[76.3 µM]
COc1ccc(S(=O)(=O)NCCc2ccccc2)cc1OC | 0.2%[76.3 µM]
Cc1cc2oc(=O)cc(CN3CCCCC3C)c2cc1C(C)C (stereo not drawn) | -0.2%
Cc1ccccc1NC(=O)CC(=O)c1ccccc1 | 0.0%[76.3 µM]
CN(CC(=O)NCCc1ccc(S(N)(=O)=O)cc1)Cc1c(F)cccc1Cl | 2.7%
[O-][n+]1c2ccccc2[n+]([O-])c2cc(O)ccc21 | -1.4%
O=C(O)C1CCCCC1C(=O)NCCCN1CCCC1=O (stereo not drawn) | 0.8%[76.3 µM]
O=C(COc1ccc(/C=N/NC(=O)c2cccnc2)cc1)Nc1ccccc1 | -4.2%[76.3 µM]
Cc1ccc(NC(=S)N(C)C(c2ccccc2)c2ccccc2)cc1C | -7.8%
O=C(c1ccccc1NS(=O)(=O)c1cccc([N+](=O)[O-])c1)N1CCCC1 | -0.7%[76.3 µM]
COc1ccc(/C=C/C(=O)NCCCN2CCCC2)cc1 | 1.1%
Cc1cc(S(=O)(=O)N2CCOCC2)c(C)s1 | -0.7%[76.3 µM]
CC(C)c1ccc(C2c3[nH]c4ccccc4c3C[C@H]3C(=O)N(c4ccccc4C(=O)N4CCC(C(=O)O)CC4)C(=O)N23)cc1 (stereo partly drawn) | 11.4%[76.3 µM]
Cc1ccc(S(=O)(=O)NCc2cccnc2)cc1C(=O)N1CCCC1 | 2.3%
COc1ccc(CCNC(=O)CSc2ccc(NC(C)=O)cc2)cc1OC | 5.8%

Part of the list above, as tab-separated lines.
SMILES	GAA glycogen mod
[O-][n+]1c2ccccc2[n+]([O-])c2cc(O)ccc21	-1.4%
O=C(O)C1CCCCC1C(=O)NCCCN1CCCC1=O (stereo not drawn)	0.8%[76.3 µM]

7 compounds drawn at random from those above, as already listed:
SMILES | GAA glycogen mod
O=C(COc1ccc(/C=N/NC(=O)c2cccnc2)cc1)Nc1ccccc1 | -4.2%[76.3 µM]
Cc1ccccc1NC(=O)CC(=O)c1ccccc1 | 0.0%[76.3 µM]
[O-][n+]1c2ccccc2[n+]([O-])c2cc(O)ccc21 | -1.4%
Cc1cc2oc(=O)cc(CN3CCCCC3C)c2cc1C(C)C (stereo not drawn) | -0.2%
COc1ccc(/C=C/C(=O)NCCCN2CCCC2)cc1 | 1.1%
O=C(O)C1CCCCC1C(=O)NCCCN1CCCC1=O (stereo not drawn) | 0.8%[76.3 µM]
CC(C)c1ccc(C2c3[nH]c4ccccc4c3C[C@H]3C(=O)N(c4ccccc4C(=O)N4CCC(C(=O)O)CC4)C(=O)N23)cc1 (stereo partly drawn) | 11.4%[76.3 µM]

Later entries:
SMILES | GAA glycogen mod
COc1ccc(CN(C)CC2CCCN(CCc3ccc(F)cc3)C2)c(OC)c1OC (stereo not drawn) | -6.8%[76.3 µM]
Cc1cc(C)n(CC(O)COc2ccc(Cl)cc2Cl)n1 (stereo not drawn) | -4.8%[76.3 µM]
O=S(=O)(NCC1CCCO1)c1ccccc1F (stereo not drawn) | 5.4%
CCCC1(c2ccccc2)NC(=O)N(CC(=O)Nc2cc(C)ccc2OC)C1=O (stereo not drawn) | 3.2%
CC(C)CCn1c(CN2CC(C)OC(C)C2)nc2c1c(=O)n(C)c(=O)n2C (stereo not drawn) | -1.8%[76.3 µM]
CC1(C)CC(=O)c2c(O)cc(OCC(=O)N3CCN(c4ccccc4)CC3)cc2O1 | -5.4%[76.3 µM]
Cc1cc(C)cc(N(CC(=O)NC2CCCC2)C(=O)CNC(=O)c2ccco2)c1 | 7.9%
CC(=O)OCCN(CCCn1c(-c2ccncc2)nc2ccccc21)c1nc(-c2ccc(C)cc2)cs1 | 5.7%[76.3 µM]
COc1ccc(NS(=O)(=O)c2cccc3cccnc23)cc1OC | -1.7%
CCOc1ccc(NC(=O)CSc2nc3ccccc3nc2N2CCCC2)cc1 | -5.8%[76.3 µM]
Cc1onc(-c2c(Cl)cccc2Cl)c1C(=O)N1CCCCC1 | -3.3%
CSc1ccccc1C(=O)NCCCn1ccnc1 | 11.3%[76.3 µM]
CSCCC(NS(=O)(=O)c1ccccc1F)C(=O)Nc1cccc(C)n1 (stereo not drawn) | -7.6%[76.3 µM]
NS(=O)(=O)c1ccc(CCNC(=O)C(c2ccccc2)c2ccccc2)cc1 | -4.2%
COC(=O)c1ccc(N2CCN(C(=O)C3CC3)CC2)c([N+](=O)[O-])c1 | -1.9%

A draw from above in order of heavy-atom count, lowest first:
SMILES | GAA glycogen mod
COC(=O)c1ccc(N2CCN(C(=O)C3CC3)CC2)c([N+](=O)[O-])c1 | -1.9%
CSCCC(NS(=O)(=O)c1ccccc1F)C(=O)Nc1cccc(C)n1 (stereo not drawn) | -7.6%[76.3 µM]
NS(=O)(=O)c1ccc(CCNC(=O)C(c2ccccc2)c2ccccc2)cc1 | -4.2%

Following part.
SMILES | GAA glycogen mod
Cc1ccc(-c2nnc(CN3CCCCC3C)o2)cc1 (stereo not drawn) | 13.4%
Cc1cc(NS(=O)(=O)c2ccc(NC(=O)C(C)Oc3cccc(C)c3C)cc2)nc(C)n1 (stereo not drawn) | -12.6%[76.3 µM]
Cc1ccc(S(=O)(=O)N2CCC3(CC2)OCCO3)s1 | -9.4%[76.3 µM]
Cc1cc(NC(=O)c2ccccc2)ccc1NC(=O)Cc1ccccc1 | 18.3%[76.3 µM]
O=C(N/N=C\c1cccnc1)c1ccc(Cl)s1 | -0.7%[76.3 µM]
COc1ccccc1CNC(=O)CCc1ccccc1 | -5.6%[76.3 µM]
CN(C)CCCNC(=O)c1cc(C(=O)Cc2ccc(Cl)cc2)c[nH]1 | 1.0%
